HDAC3 inhib = HDAC3 deacetylase inhibitors, primary screen, biochemical, fluorescence, cell-free homogeneous; AID 2718, 2010; inhibition, % at 8.3 µM; recombinant HDAC3, fluorogenic peptide/trypsin coupled; Histone deacetylase 3 (Homo sapiens), O15379; 0.15% of 320,000 active; in the data active means inhibition above about 26%, passing the limit was not always enough; inconclusive means no clear call, values can overlap the other calls
GSK3 alpha inh = blockers of GSK3A enzyme activity – biochemical, luminescence, cell-free homogeneous, HTS, primary screen | Glycogen synthase kinase-3 alpha (Homo sapiens), P49840 | GSK-3 alpha kinase, ADP-Glo luminescence, 60 min | inhibition, % at 10 µM | 0.1% of 320,000 active | AID 2650, 2010;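 in the data active means inhibition above about 50%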;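 further: GST-tagged GSK-3 alpha with peptide substrate and 25 µM ATP; 0% = DMSO neutral wells and 100% = GW8510 positive control wells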
Target sequence (P49840 whole entry, looked up): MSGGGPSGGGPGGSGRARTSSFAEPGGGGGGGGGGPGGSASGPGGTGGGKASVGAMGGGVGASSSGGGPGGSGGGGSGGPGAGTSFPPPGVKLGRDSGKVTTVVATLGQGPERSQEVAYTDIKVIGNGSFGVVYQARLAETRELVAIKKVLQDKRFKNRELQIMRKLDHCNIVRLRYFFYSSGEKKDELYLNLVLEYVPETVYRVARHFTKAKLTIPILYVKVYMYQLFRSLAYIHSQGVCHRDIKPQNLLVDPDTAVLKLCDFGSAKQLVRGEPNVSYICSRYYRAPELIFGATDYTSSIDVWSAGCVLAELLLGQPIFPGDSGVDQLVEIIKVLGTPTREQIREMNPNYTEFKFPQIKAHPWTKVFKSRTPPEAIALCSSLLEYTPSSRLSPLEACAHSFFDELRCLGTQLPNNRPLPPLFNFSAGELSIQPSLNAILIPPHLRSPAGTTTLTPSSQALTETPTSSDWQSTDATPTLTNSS
DYRK1A inh = rat Dyrk1A kinase inhibitors, primary screen, biochemical, single point, plate reader; Dual specificity tyrosine-phosphorylation-regulated kinase 1A (Rattus norvegicus), Q63470; ADP-Glo luminescence, NFATc1 peptide; inhibition, % at 12.5 µM; 0.43% of 310,000 active; AID 504441, 2011; in the data active means inhibition above about 50%;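 further: plate controls were vehicle with enzyme for no effect and no enzyme for full effect; many of its hits are not listed in these tables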
HSP90 refold inh = HSP90 inhibitors, primary screen, cell lysate, luminescence; Heat shock protein HSP 90 (rabbit reticulocyte lysate; luciferase refolding); Rabbit reticulocyte lysate, luciferase refolding luminescence, 3 h; inhibition, % at 5.6 µM; 0.91% of 290,000 active;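 active means inhibition above the screen-wide mean plus 3 SD, computed separately per campaign, cut at about 16% in these data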;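 further: 0% = DMSO wells and 100% = 60 µM geldanamycin wells; inhibitors lower the luminescence because luciferase stays unfolded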
PolyA inh = polyadenylation inhibitors in yeast reporter cells, primary screen, luminescence, S. cerevisiae | calls only at 12 µM | 0.02% of 300,000 active | AID 1875, 2009 | S. cerevisiae SKY197-pL101 polyadenylation reporter, beta-gal luminescence; efflux-impaired pdr1/pdr3 knockout yeast; score 100 = 6 SD above DMSO;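 active means lowest replicate activity score at least 50, where 100 means six control SD above control mean; inconclusive means lowest score under 50 but half or more replicates reach 50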;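 further: yeast exposed to compound for 9 h at 30 °C; higher score means more reporter readthrough which indicates perturbed polyadenylation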
HSF1 activator = HSF-1 activators, primary screen, NIH3T3-HGL cells, MG132 stress, luminescence, single point; activation, % at 9 µM; 1.7% of 300,000 active; AID 504408, 2011; NIH3T3-HGL HSF-1 luciferase reporter, 8 h; 100% = twice DMSO control signal;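 active means mean replicate activation of at least 50% with a set share of replicates each reaching 50%; inconclusive means only one of those two conditions met; inactive means mean below 50% and too few replicates reaching it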;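 further: 0% = median of the neutral control wells and 100% = twice that signal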
Platelet DG rel = inhibitors of platelet dense granule secretion, primary screen, cell-based, MLPCN, human platelets. 0.22% of 300,000 active. human platelet-rich plasma, SFLLRN dense granule ATP release, luminescence. inhibition, %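 (compounds screened at 7.5 µM in platelet-rich plasma)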;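 active means mean replicate score, as percent of positive control, at or above 50; inconclusive means mean below 50 but at least one replicate at or above 50; inactive means mean and every replicate below 50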
GSK3beta inhib = human GSK3beta kinase inhibitors, primary screen, biochemical, cell-free homogeneous, HTS; Glycogen synthase kinase-3 beta (Homo sapiens), P49841; GST-GSK3beta kinase, ADP-Glo luminescence, 60 min; stronger effect = lower value; activity score (negative = inhibition), % at 10 µM; 0.038% of 300,000 active; AID 2097, 2009;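 active means more than half of replicate wells score below -50%, meaning over 50% inhibition versus plate controls; inconclusive means some replicates but at most half score below -50%; inactive means no replicate scores below -50%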;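 further: 0% = median DMSO wells and -100% = median GW8510 positive control wells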
Target sequence (P49841 whole entry, looked up): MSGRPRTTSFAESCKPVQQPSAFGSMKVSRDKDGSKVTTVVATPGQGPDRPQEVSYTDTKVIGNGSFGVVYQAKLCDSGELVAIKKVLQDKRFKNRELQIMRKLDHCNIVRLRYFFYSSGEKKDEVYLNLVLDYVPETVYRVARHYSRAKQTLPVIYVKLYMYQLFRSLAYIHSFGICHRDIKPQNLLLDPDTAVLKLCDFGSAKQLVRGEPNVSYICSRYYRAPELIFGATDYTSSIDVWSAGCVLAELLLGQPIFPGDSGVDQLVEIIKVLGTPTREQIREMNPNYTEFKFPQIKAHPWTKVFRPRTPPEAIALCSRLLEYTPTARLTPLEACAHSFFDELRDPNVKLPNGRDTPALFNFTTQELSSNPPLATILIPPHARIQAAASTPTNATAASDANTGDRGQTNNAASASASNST
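Test system: GST-fused GSK3beta enzyme, cell-free | Quantity: 1.6 ng GST-GSK3beta enzyme per well | Reagent: 25 µM ATP with peptide substrate | Schedule: 60 min enzyme reaction, room temperature | Signal: Luminescent ADP-Glo measurement of ADP formed | Read-out basis: Score relative to plate controls | Control set: DMSO and 20 µM GW8510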
HSF1 inhib = HSF1 inhibitors in luciferase reporter cells, primary screen, cell-based, NIH3T3, luminescence; NIH3T3-HGL HSE-luciferase, MG132-induced, luminescence 8 h; stronger effect = lower value; activity change, negative = inhibition, % at 7.5 µM (by protocol); 0.77% of 300,000 active;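 active means more than half of replicate wells show activity change below -50%, luminescence cut by over half; inconclusive means some wells, but at most half, below -50%; inactive means no replicate well below -50%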;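 further: luciferase reports HSF-1 transcriptional activity via heat shock element; 0% = median of DMSO wells and -100% = zero luminescence signal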
AI-2 QS mod = Vibrio harveyi AI-2 quorum sensing modulators, primary screen, JMH597 strain, luminescence/OD600 ratio; Vibrio harveyi JMH597 AI-2 luminescence/OD600 ratio, 9 h; stronger effect = lower value; strain lacks LuxN and CqsS sensors; 0 = neutral-control median; activity change, % at 7.5 µM; 0.4% of 300,000 active; AID 2094, 2009; in the data active means activity change below about -75%, passing the limit was not always enough; inconclusive means no clear call, values can overlap the other calls;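 further: luminescence divided by OD600 gain over 9 h not by final OD600 alone; inactives centre near 13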
An asterisk follows results filed as active; i = inactive; ? = inconclusive; nt = not tested or not shown.

No.	SMILES	HDAC3 inhib	GSK3 alpha inh	DYRK1A inh	HSP90 refold inh	PolyA inh
1	Cc1ccc(NC(=S)N(CCCN2CCC(C)CC2)Cc2ccco2)cc1C	11	0	nt	1	i
2	CC(C)(C)C(=O)Nc1nnc(CCc2ccccc2)s1	1	1	-4	0	i
3	CCN(c1ccc(NC(=O)c2cccc(S(=O)(=O)N3CCN(C)CC3)c2)cc1)C(C)C	1	-2	-4	-4	i
4	O=C(OCC(=O)N1CCCC1=O)c1ccc(Cl)cc1[N+](=O)[O-]	?	-1	12	nt	i
5	O=c1[nH]c(CN2CCN(c3ccc([N+](=O)[O-])cc3)CC2)nc2ccsc12	11	-1	3	3	i
6	O=C(O)c1cc(-c2ccccc2Cl)n(-c2ccc(F)cc2)n1	-6	-7	7	-3	i
7	Cc1cccc(NC(=S)NC(=O)c2ccco2)c1C	-5	-2	0	-6	i
8	Cc1cc([N+](=O)[O-])ccc1NC(=O)c1ccc(NC(=O)C(C)C)cc1	3	-2	0	-1	i
9	O=C(O)c1cccc(S(=O)(=O)Nc2ccc(O)c(Sc3nc4ccccc4s3)c2)c1	-2	-5	-4	-6	i
10	O=C(c1ccncc1)N(c1ccc2oc3c(c2c1)CCCC3)S(=O)(=O)c1ccc(F)cc1	11	0	-5	-2	i
11	CC1=C(C)CC(C(=O)NCc2ccccc2F)C(C(=O)O)C1 (stereo not given)	2	-1	nt	1	i
12	O=C(NC1=NCCS1)c1ccc(OCC2CCCO2)cc1 (stereo not given)	-8	3	3	9	i
13	O=C(CCCCCCN1C(=O)c2ccccc2C1=O)Nc1nccs1	-3	1	3	0	i
14	COC(=O)C1=C(C)N(CCCC(=O)O)C(=O)NC1c1cccs1 (stereo not given)	5	2	-2	2	i
15	Cc1ccc(NC(=O)c2ccc3c(c2)N(CC(=O)NC(C)C)C(=O)C(C)(C)O3)cc1	-9	5	-5	4	i

No.	HSF1 activator	Platelet DG rel	GSK3beta inhib	HSF1 inhib	AI-2 QS mod
1	3	11	0	-6	11
2	21	1	4	14	17
3	-1	0	1	-3	14
4	4	0	0	-5	-81*
5	8	1	0	15	12
6	-5	-4	1	-10	33
7	6	-10	-1	9	9
8	nt	-7	1	nt	20
9	1	-1	4	-1	17
10	7	5	-2	12	1
11	-1	6	3	-6	22
12	37	7	3	-1	10
13	9	-2	2	7	7
14	1	0	1	3	17
15	1	-6	-2	0	39

Next section.
No.	SMILES	HDAC3 inhib	GSK3 alpha inh	DYRK1A inh	HSP90 refold inh	PolyA inh
16	O=C(NC1CCCCC1)Oc1cccc2ccccc12	1	-2	-6	-4	i
17	Cn1cnc2c(NCc3ccco3)ncnc21	-8	-2	0	0	i
18	COCCn1c(C)cc(C(=O)CSc2nc(C)c(C)c(C)n2)c1C	2	-1	-3	-1	i
19	CCN(CC)c1ccc2cc(-c3nnc(-c4ccccc4)o3)c(=O)oc2c1	-3	-5	14	1	i
20	COc1cccc(NC(=O)C2CC2(c2cccc(OC)c2)c2cccc(OC)c2)c1 (stereo not given)	24	0	-1	3	i
21	CCOC(=O)CNC(=O)N1CCCC(N(C)CCc2ccccc2)C1 (stereo not given)	-1	0	9	-1	i
22	COc1ccc(-n2nc3c(c2NC(=O)c2ccco2)CS(=O)(=O)C3)cc1	0	0	20	-2	i
23	CC(NC(=O)CCn1nc(-c2ccc(Cl)cc2)ccc1=O)c1ccccc1 (stereo not given)	-7	-3	-4	5	i
24	COC(=O)c1c[nH]n2c(=O)c(C(C)C)c(C)nc12	-13	-1	-4	4	i
25	Cc1cccc(N2CC(O)=C(c3nc4ccccc4n3C)C2=N)c1	-3	-3	-6	-4	i
26	Cc1csc(NC(=O)Cc2coc3cc(C)c(C(C)C)cc23)n1	10	-3	5	6	i
27	CCn1cc(C(=O)NCCCOC(C)C)c(=O)c2cc(S(=O)(=O)N3CCCC3)ccc21	1	-1	1	-3	i
28	COc1cc2c(cc1NC(=O)COC(=O)/C=C/c1ccccc1)oc1ccccc12	6	1	nt	4	i
29	O=C(Nc1cc(C(F)(F)F)ccc1N1CCOCC1)C1=NN(c2ccccc2)C(=O)CC1	4	0	nt	-1	i
30	O=S(=O)(c1ccc(Cl)c(Cl)c1)c1snnc1-c1ccccc1	nt	nt	-4	3	i

No.	HSF1 activator	Platelet DG rel	GSK3beta inhib	HSF1 inhib	AI-2 QS mod
16	-5	7	-1	-5	5
17	2	-1	-2	-1	31
18	1	-4	4	13	20
19	20	1	-2	-2	26
20	27	-22	-3	3	6
21	-2	-25	1	-10	23
22	-5	13	4	-3	23
23	-8	1	0	0	3
24	12	-2	5	1	48
25	-2	7	4	0	22
26	28	-3	-2	1	16
27	12	-4	-2	0	22
28	19	-11	-11	-3	-1
29	2	-21	-1	-4	18
30	431*	-2	2	296	13

Marked active in AI-2 QS mod, of those listed so far:
No.	SMILES	HDAC3 inhib	GSK3 alpha inh	DYRK1A inh	HSP90 refold inh	PolyA inh
4	O=C(OCC(=O)N1CCCC1=O)c1ccc(Cl)cc1[N+](=O)[O-]	?	-1	12	nt	i

No.	HSF1 activator	Platelet DG rel	GSK3beta inhib	HSF1 inhib	AI-2 QS mod
4	4	0	0	-5	-81*

Full records from above:
Shown for COc1ccc(-n2nc3c(c2NC(=O)c2ccco2)CS(=O)(=O)C3)cc1 : HDAC3 inhib: 0; GSK3 alpha inh: 0; DYRK1A inh: 20; HSP90 refold inh: -2; PolyA inh: i; HSF1 activator: -5; Platelet DG rel: 13; GSK3beta inhib: 4; HSF1 inhib: -3; AI-2 QS mod: 23
Shown for CCN(CC)c1ccc2cc(-c3nnc(-c4ccccc4)o3)c(=O)oc2c1 : HDAC3 inhib: -3; GSK3 alpha inh: -5; DYRK1A inh: 14; HSP90 refold inh: 1; PolyA inh: i; HSF1 activator: 20; Platelet DG rel: 1; GSK3beta inhib: -2; HSF1 inhib: -2; AI-2 QS mod: 26

Further entries follow:
No.	SMILES	HDAC3 inhib	GSK3 alpha inh	DYRK1A inh	HSP90 refold inh	PolyA inh
31	CCOc1cc(/C=N/NC(=O)c2cccnc2)ccc1OCC(=O)N(C)C	5	0	0	0	i
32	CCOC(=O)C(=Cc1cn(C)c2ccc(S(=O)(=O)N(C)C)cc12)C(=O)OCC	11	0	-5	12	i
33	Cc1c(C(=O)Nc2ccccc2)cnn1-c1ccccc1	-5	-4	1	nt	i
34	O=C(NCc1cccs1)C1CCCN1C(=O)Nc1cccc(F)c1 (stereo not given)	-3	-3	0	2	i
35	COc1ccccc1CN1C(=O)[C@@H]2C(CC(N)=O)NC3(C(=O)Nc4c3ccc(Cl)c4C)[C@@H]2C1=O (stereo not given in full)	0	-2	0	-2	i
36	CC(=O)Nc1ccc(NC(=O)CSc2ncc(C(=O)Nc3ccc(F)cc3)c(=O)n2C)cc1	2	1	nt	nt	i
37	O=C(O)Cc1ccc(NC(=O)c2cccs2)cc1	0	2	-11	4	i
38	COc1ccc(F)cc1S(=O)(=O)N1CCC(C(N)=O)CC1	11	3	-6	0	i
39	Cc1nc2sc3c(c2c(=O)[nH]1)CCCCC3	6	-4	1	2	i
40	CCOC(=O)c1ccccc1NC(=O)CSc1ccccc1	-4	-1	3	-2	i
41	COc1ccccc1-c1noc(CCCC(=O)N2CCOCC2)n1	-6	17	nt	-4	i
42	Cc1c(C(=O)N2CCOCC2)sc(NC(=O)c2ccc([N+](=O)[O-])cc2)c1C#N	3	0	4	-7	i
43	Cc1ccc(C(=O)N/N=C/c2ccc([N+](=O)[O-])s2)cc1	-2	-1	14	4	i
44	O=C(O)C1CN(c2nc(Cl)ccc2[N+](=O)[O-])C1	-8	3	2	0	i
45	Cc1ccc([N+](=O)[O-])cc1NC(=O)C[n+]1ccccc1	-1	-1	7	-1	i

No.	HSF1 activator	Platelet DG rel	GSK3beta inhib	HSF1 inhib	AI-2 QS mod
31	12	5	0	2	28
32	39	-7	-1	40	15
33	31	5	1	14	8
34	-11	19	3	-7	0
35	8	-3	-5	-1	10
36	-6	6	-3	16	19
37	-12	-2	0	-9	-3
38	-3	-7	0	0	-10
39	17	15	1	11	9
40	12	0	4	3	15
41	-1	6	-9	-4	3
42	11	-5	-1	7	24
43	-72	20	-1	-70*	51
44	4	10	3	-3	17
45	-8	2	-3	-4	5

Next part:
No.	SMILES	HDAC3 inhib	GSK3 alpha inh	DYRK1A inh	HSP90 refold inh	PolyA inh
46	CC1(C(=O)Nc2nnc(C(C)(C)C)s2)Cc2ccccc2C(=O)O1 (stereo not given)	5	-1	2	0	i
47	CC(/C=N/N1CCN(c2ccccn2)CC1)=C\c1ccccc1	-2	-1	-3	-1	i
48	N#C/C(=C\c1c(N2CCOCC2)nc2ccccn2c1=O)S(=O)(=O)c1ccccc1	8	0	3	-2	i
49	CC(OC(=O)CCc1nc2ccccc2[nH]c1=O)C(=O)c1ccccc1 (stereo not given)	6	-1	-10	2	i
50	CCOC(=O)c1cnn(-c2nc(-c3cccc(F)c3)cs2)c1C(F)(F)F	3	-1	-2	0	i
51	Cc1onc(-c2ccccc2Cl)c1C(=O)N1CCN=C1SCc1cccnc1	-5	2	-11	-4	i
52	COc1cc(C(=O)OC2CCN(C)CC2)cc(OC)c1OC	10	1	0	2	i
53	O=C(O)CCCN1C(=O)/C(=C\c2ccco2)SC1=S	nt	nt	-2	4	i
54	CC(CC(=O)N(C)CC(=O)Nc1ccc(N2CCOCC2)cc1)c1ccccc1 (stereo not given)	6	-3	-3	nt	i
55	O=C1[C@H]2[C@@H](c3ccc(F)cc3)N3C(=O)N(c4ccccc4)C(=O)[C@@]3(Cc3ccccc3)[C@H]2C(=O)N1C1CCCCC1	-1	3	-5	nt	i

No.	HSF1 activator	Platelet DG rel	GSK3beta inhib	HSF1 inhib	AI-2 QS mod
46	-4	2	1	-4	9
47	28	-1	1	6	23
48	nt	nt	1	nt	47
49	10	-1	-1	5	11
50	21	-4	-3	1	-12
51	-9	6	0	-3	0
52	24	-15	0	11	-13
53	44	19	0	2	38
54	5	-1	-4	-1	8
55	5	0	-1	7	31

A portion of the library; the hit share may differ from the screen's.
